DDE Tn6 FP inh: DD(E)-Tn6 binding inhibition, primary FP screen. P02675. Fibrin DD(E) TRITC-Tn6 fluorescence polarization displacement. inhibition, % at 8.3 µM. 370,000 compounds, 0.21% hits. AID 720509;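 active means inhibition above a per-campaign cutoff: mean of compounds within control limits plus 3 SD, cut at about 15% in these data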;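 further: 0% = median of all compound wells on the plate and 100% = blocking peptide control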
PRMT1 inh: blocks human protein arginine methyltransferase 1; Q99873; recombinant PRMT1, activity-based probe fluorescence polarization; inhibition, % at 2.79 µM; 370,000 compounds, 1.3% hits; AID 652257;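 active means inhibition above about 21% made by adding two undisclosed values, limit read from the data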
proKLK7 act: proKLK7 (human) activation, primary screen; P49862; purified proKLK7, EDANS-DABCYL substrate fluorescence; 100% is mature enzyme control, 0% vehicle; activation, % at 7 µM; 370,000 compounds, 0.9% hits; AID 652039;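 active means activation above the mean of all tested compounds plus 3 SD, computed per campaign excluding outliers beyond control limits, cut at about 13% in these data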
Tn7 DDE FP: inhibitors of Tn7 peptide binding to human fibrin DD(E); AID 720508; inhibition, % at 8.3 µM; P02675; FP displacement of FITC-Tn7 peptide from fibrin DD(E); 0% = median of compound wells per plate; 370,000 compounds, 0.13% hits;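 active means inhibition above the mean of compounds falling within the control limits plus 3 SD of them, cut at about 14% in these data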;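 further: 0% = plate median of compound wells and 100% = 10 µM Aha-Tn7 peptide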
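Assay system: Human clot-derived fibrin DD(E) complex | Buffer or medium: Tris/NaCl/CaCl2 buffer, pH 7.8 | Repeats: One replicate per compound | Benchmarks: Aha-Tn7 high control | Measure: % inhibition scaled between sample-field median and high-control FP | Schedule: 10 min plus 3 h, room temperature | Signal: Fluorescence polarization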
LEDGF integ inh: blocks HIV-1 LEDGF/p75-dependent DNA integration | AID 743269 | inhibition, % at 3.7 µM | TR-FRET IN-LEDGF/p75 DNA integration, Eu/Cy5 | 370,000 compounds, 0.64% hits;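 active means inhibition above the screen-wide mean plus 3 SD, cut at about 13% in these data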;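 further: signal is the Cy5 over europium emission ratio at 671 and 618 nm; 0% = plate median of compound wells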
SIAE primary: inhibitors of human sialic acid acetylesterase SIAE. inhibition, % at 9.66 µM. SIAE FP-Rh probe binding, fluorescence polarization. 370,000 compounds, 0.69% hits. Q9HAT2. AID 1053197;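 active means inhibition above a cutoff: mean of compounds within the control limits plus 3 SD of those, cut at about 17% in these data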;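 further: 0% = plate median of compound wells and 100% = probe without SIAE protein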
Target sequence (Q9HAT2 whole entry, looked up): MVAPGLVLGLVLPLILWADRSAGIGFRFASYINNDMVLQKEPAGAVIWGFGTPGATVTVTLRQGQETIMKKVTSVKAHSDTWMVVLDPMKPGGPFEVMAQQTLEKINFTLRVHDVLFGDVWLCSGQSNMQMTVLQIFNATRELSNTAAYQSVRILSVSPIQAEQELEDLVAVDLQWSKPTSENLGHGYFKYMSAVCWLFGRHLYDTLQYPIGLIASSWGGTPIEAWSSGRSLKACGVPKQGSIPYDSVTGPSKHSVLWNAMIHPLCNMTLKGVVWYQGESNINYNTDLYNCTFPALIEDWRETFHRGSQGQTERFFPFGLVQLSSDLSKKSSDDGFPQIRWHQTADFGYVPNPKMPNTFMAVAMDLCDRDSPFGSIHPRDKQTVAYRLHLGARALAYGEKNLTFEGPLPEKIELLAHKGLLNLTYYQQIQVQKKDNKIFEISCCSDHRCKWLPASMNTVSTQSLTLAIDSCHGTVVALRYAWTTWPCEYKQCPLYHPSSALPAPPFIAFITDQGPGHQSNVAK
UHRF1 MBD2 ctr: human UHRF1 methylated DNA binding inhibitors; 370,000 compounds, 0.75% hits; UHRF1 binding to methylated oligo, TR-FRET; Q96T88; inhibition, % at 4.4 µM; AID 687016; in the data active means inhibition above about 21%;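 further: UHRF1 SRA domain binding a hemimethylated CpG hairpin DNA probe; 0% = median of test compound wells and 100% = reference inhibitor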
TDP2 absorb: TDP2 (human) inhibition, absorbance primary screen | O95551 | recombinant TDP2, T5PNP hydrolysis, p-nitrophenol absorbance 415 nm | inhibition, % at 12.8 µM | 370,000 compounds, 0.34% hits;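 active means inhibition above the mean of all tested compounds plus 3 SD, set per campaign, cut at about 25% in these data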;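 further: 0% = DMSO with enzyme and 100% = buffer with substrate but no TDP2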
Target sequence (O95551 whole entry, looked up): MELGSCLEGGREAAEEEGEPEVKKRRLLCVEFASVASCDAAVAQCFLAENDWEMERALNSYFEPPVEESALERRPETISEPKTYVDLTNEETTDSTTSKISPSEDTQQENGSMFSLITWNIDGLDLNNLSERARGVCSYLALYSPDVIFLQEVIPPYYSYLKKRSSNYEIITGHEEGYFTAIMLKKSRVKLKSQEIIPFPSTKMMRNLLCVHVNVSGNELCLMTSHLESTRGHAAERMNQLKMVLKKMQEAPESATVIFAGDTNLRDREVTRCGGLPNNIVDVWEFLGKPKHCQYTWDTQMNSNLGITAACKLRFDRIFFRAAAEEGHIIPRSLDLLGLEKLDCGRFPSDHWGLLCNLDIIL
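Assay system: Recombinant human TDP2 | Quantity: 120 nM TDP2 per well | Incubation: 2 h at 37 °C | Signal: Epi absorbance | Evaluation: Percent inhibition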
MBD2 DNA inh: inhibitors of human MBD2 binding to methylated oligonucleotide; Q9UBB5; TR-FRET; inhibition, % at 4.4 µM; 370,000 compounds, 0.31% hits; in the data active means inhibition above about 13%
TCR-CD3 inh: human TCR-CD3 binding inhibition; TAMRA-labeled TCR probe fluorescence, biochemical; inhibition, % at 9.4 µM; 360,000 compounds, 0.37% hits; AID 651800; in the data active means inhibition above about 19%;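 further: recombinant mutant TCR 2C K166C tagged with TAMRA read by polarization; 0% = receptor in buffer alone and 100% = receptor with positive control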
* marks the source's active call; other numbers are inactive results. Not a hit list; about 4.6% have a hit in one of these screens.

SMILES | DDE Tn6 FP inh | PRMT1 inh | proKLK7 act | Tn7 DDE FP | LEDGF integ inh | SIAE primary | UHRF1 MBD2 ctr | TDP2 absorb | MBD2 DNA inh | TCR-CD3 inh
COC(=O)CCNC(=O)c1ccc2[nH]c(C)c(C)c2c1 | -3.1 | 3.3 | 0.2 | 2.0 | -5.2 | 10.9 | 1.0 | -1.9 | -2.9 | -2.4
COc1cccc(-c2csc(N3CCN(C(=O)C4CCCCC4)CC3)n2)c1 | -4.9 | 2.3 | 0.2 | 0.3 | -1.6 | 2.8 | -3.9 | 10.9 | 3.1 | 3.1
COc1ccc(F)cc1CN1CCN(c2ncnc3scc(-c4ccccc4)c23)CC1 | -0.1 | 0.6 | 0.5 | -0.1 | -3.0 | -5.9 | 1.9 | -1.3 | -2.8 | -8.5
O=C(c1cc(-c2ccccc2Cl)nc2ccccc12)N1CCC1 | -2.1 | 0.3 | 0.5 | -2.1 | -2.9 | -1.2 | 0.7 | -0.8 | -2.5 | 10.9
CCO[C@H]1OC(C(=O)Nc2ccccc2)=C[C@@H](c2csc3ccccc23)[C@@H]1CCCO | -7.2 | -1.9 | 0.4 | -4.1 | -0.1 | -6.9 | 0.2 | -18.7 | -3.0 | 6.6
CCOc1ncccc1C(=O)OCc1cc(=O)oc2c(C)c(C)ccc12 | -1.4 | 1.2 | 0.1 | 2.1 | -1.2 | -0.9 | -0.4 | -2.1 | -1.4 | 2.4
COCCCNC(=O)c1sc2ncnc(N3CCc4ccccc4C3)c2c1C | -10.3 | 1.0 | 0.4 | -6.1 | -5.2 | -9.7 | 3.6 | -12.7 | 2.9 | 3.1
Cc1cccc2cc(C#N)c(NCCNC(=O)NC3CCCCC3)nc12 | -3.2 | 8.2 | 0.2 | -2.2 | -0.9 | 2.9 | -1.5 | 1.1 | 7.5 | 4.1
Cc1cc(NC(=O)COC(=O)C2CCCN2C(=O)c2cccs2)no1 (stereo unspecified) | -0.4 | 1.4 | -0.9 | 1.6 | 4.0 | -5.7 | 1.6 | -10.3 | 1.3 | -10.4
CCCCNC(=S)N1CCn2cccc2C1c1ccccc1 (stereo unspecified) | 9.6 | -1.1 | 1.0 | -1.7 | 4.2 | 9.2 | 0.1 | -9.8 | 0.0 | 0.2
CC(=O)Nc1ccccc1C(=O)N1CC2(C)CC1CC(C)(C)C2 (stereo unspecified) | -6.9 | -0.7 | -0.2 | 2.1 | 0.5 | 2.0 | 2.9 | -2.3 | 5.7 | -3.9
CC(OC(=O)CCN=C1NS(=O)(=O)c2ccccc21)C(=O)N(C)c1ccccc1 (stereo unspecified) | 3.4 | -3.5 | 1.4 | 2.1 | 0.1 | -0.5 | -2.5 | -8.2 | -0.1 | 1.0
Cn1cccc1Cc1nnc(SCC(=O)N2CCOCC2)n1-c1ccc(F)cc1 | 3.6 | 6.0 | 0.4 | -9.8 | -1.4 | -1.9 | 0.0 | 2.0 | 2.4 | 5.5
CCCCOc1ccc([N+](=O)[O-])cc1C(=O)O | -5.5 | 4.1 | 0.5 | -3.7 | -9.3 | 1.2 | 4.3 | -7.3 | -3.9 | -3.4
CCN1C(=O)N[C@H]2C[C@@H](c3ccccc3)[C@@H](C)[C@@H](C(=O)N3CCCC3)C[C@H]21 | 3.3 | 3.3 | -0.6 | -1.5 | 1.6 | 4.5 | -1.9 | 0.9 | -0.2 | 5.8
CC(CN1CCCCC1)NC(=O)c1scnc1-c1ccccc1 (stereo unspecified) | -7.1 | -0.4 | -0.9 | -2.5 | 0.2 | 2.6 | 0.7 | -1.5 | 0.0 | 8.3
Cn1cnc([N+](=O)[O-])c1Oc1cccc2ccccc12 | -1.5 | 4.6 | -0.4 | 2.1 | -0.9 | -2.4 | -0.4 | -12.3 | -3.0 | 0.2
O=C1C=CC2C3C(=O)N(c4ccccc4)C(=O)C3C1N2Cc1ccccc1 (stereo unspecified) | 0.2 | 24.2* | 0.2 | 5.9 | 5.9 | -0.7 | 10.7 | -4.9 | 2.1 | -1.3
CC(=O)Nc1ccc(SCC(=O)c2cc(C)n(-c3ccccc3F)c2C)cc1 | 3.5 | 27.7* | 0.2 | 0.5 | -0.2 | 4.6 | 1.4 | -3.2 | -2.1 | 8.2
CCN1CCN(C(=O)c2cccc(OC3CCN(S(=O)(=O)N(C)C)CC3)c2)CC1 | 4.2 | 1.2 | -0.3 | 2.0 | -5.6 | -1.9 | 1.6 | -2.5 | 2.3 | -5.4
CCOc1ccc(S(=O)(=O)NCCC(=O)NCC(c2ccc(OC)cc2)N2CCCCC2)cc1 (stereo unspecified) | 2.1 | -2.7 | 0.6 | 4.1 | 4.0 | 0.4 | 2.8 | -9.7 | -1.5 | -6.3
CCc1nn2c(=O)cc(CSc3nc(C)cc(=O)[nH]3)nc2s1 | -6.9 | -5.6 | 0.3 | -5.0 | 1.2 | -2.3 | 2.1 | -5.6 | 0.3 | -0.2
Cc1cc(C)c2nc3c(c(C(=O)O)c2c1)CCC3 | 0.4 | 1.4 | 0.5 | -5.4 | 1.9 | -2.8 | 0.8 | -8.7 | 3.9 | -5.0
O=C(CNC(=O)c1ccc(Cl)cc1Cl)NCC1CCCO1 (stereo unspecified) | -4.7 | -4.3 | -0.2 | 9.7 | -0.5 | 1.6 | 0.1 | -2.8 | 3.5 | 5.3
C/C(CC(C)C)=N\Oc1nc(C)cc(C)n1 | -3.8 | -2.0 | -0.2 | 5.3 | 1.7 | 1.5 | 6.5 | -16.5 | 3.7 | -7.5
Cc1ccc(S(=O)(=O)N2C[C@H]3C(=O)C[C@@H](c4ccccc4)N(S(=O)(=O)c4ccc(C)cc4)[C@H]3C[C@H]2c2cccc3ccccc23)cc1 | -5.3 | -5.8 | 0.2 | -6.8 | 1.6 | -7.4 | -0.7 | -7.6 | -3.2 | -1.5
COC(=O)C1CCN(C(=O)c2cc3ccccc3oc2=O)CC1 | 11.7 | 0.2 | 0.3 | 1.7 | -3.9 | 0.7 | -1.7 | -3.1 | -5.0 | -0.6
COc1ccc(NC(=O)NC(=O)c2cc(OCC(F)(F)F)ccc2OCC(F)(F)F)cc1 | 1.4 | -0.8 | -0.6 | 4.7 | -3.3 | -2.8 | -1.4 | 11.9 | 1.3 | 8.1
CCCOc1ccc(C(=O)NNC(=O)c2cccc(S(=O)(=O)N3CCN(C(C)=O)CC3)c2)cc1OC | -6.4 | 1.3 | 0.1 | 4.3 | 3.3 | 6.0 | -0.2 | 18.9 | -3.7 | 1.1
CCOc1ncccc1C(=O)OCC(=O)N1CCN(S(=O)(=O)c2ccc(Cl)cc2)CC1 | -3.9 | 1.8 | -0.2 | -3.7 | -1.6 | 0.6 | -0.8 | 7.5 | -0.3 | 5.3

Three entries already listed, arranged by heavy-atom count, low to high.
SMILES | DDE Tn6 FP inh | PRMT1 inh | proKLK7 act | Tn7 DDE FP | LEDGF integ inh | SIAE primary | UHRF1 MBD2 ctr | TDP2 absorb | MBD2 DNA inh | TCR-CD3 inh
C/C(CC(C)C)=N\Oc1nc(C)cc(C)n1 | -3.8 | -2.0 | -0.2 | 5.3 | 1.7 | 1.5 | 6.5 | -16.5 | 3.7 | -7.5
CCc1nn2c(=O)cc(CSc3nc(C)cc(=O)[nH]3)nc2s1 | -6.9 | -5.6 | 0.3 | -5.0 | 1.2 | -2.3 | 2.1 | -5.6 | 0.3 | -0.2
COc1ccc(NC(=O)NC(=O)c2cc(OCC(F)(F)F)ccc2OCC(F)(F)F)cc1 | 1.4 | -0.8 | -0.6 | 4.7 | -3.3 | -2.8 | -1.4 | 11.9 | 1.3 | 8.1

(listing goes on)
SMILES | DDE Tn6 FP inh | PRMT1 inh | proKLK7 act | Tn7 DDE FP | LEDGF integ inh | SIAE primary | UHRF1 MBD2 ctr | TDP2 absorb | MBD2 DNA inh | TCR-CD3 inh
O=C(NC1CC2CCC(C1)N2Cc1ccccc1)c1ccccc1Br (stereo unspecified) | 2.5 | -3.5 | -0.1 | 2.9 | -0.1 | 0.4 | -1.4 | 15.3 | -5.0 | 2.1
O=C(C[C@@H]1C=C[C@@H](NC(=O)Nc2cccc(F)c2)[C@@H](CO)O1)NCC1CCCCC1 | -4.5 | 1.5 | 0.5 | -2.0 | 2.4 | -1.3 | -0.8 | 4.6 | 1.1 | -4.6
CCCCC/C=C/C1=CC(=O)C[C@H](c2ccc(Cl)cc2)C1 | -2.8 | 3.2 | -0.2 | 4.4 | -1.4 | -2.0 | 0.4 | -4.0 | -2.3 | -0.4
O=C(CN1CCN(S(=O)(=O)c2ccc(Cl)cc2)CC1)NC(=O)NC1CCCCC1 | -3.0 | 1.4 | 0.2 | -7.7 | -0.2 | -6.0 | 4.6 | -9.7 | 0.9 | 7.2
COCCCNC(=O)Cc1coc2ccc3ccccc3c12 | 2.3 | 5.9 | -0.5 | -1.1 | -3.4 | -3.4 | 1.5 | -6.3 | 0.9 | -1.1
O=C(NC(=S)Nc1ccc2c(c1)OCCO2)c1cccc(Br)c1 | 3.7 | 1.6 | 0.0 | -0.3 | 1.2 | -1.6 | -0.3 | 4.3 | -1.3 | 4.4
N#Cc1cccc(S(=O)(=O)NCCOc2ccccc2F)c1 | 1.4 | -2.3 | 0.4 | 8.3 | 1.0 | 3.2 | 6.0 | 6.2 | 1.7 | 0.1
CCOC(=O)C(=O)NNc1cccc(C)c1C | -2.3 | 8.0 | 0.1 | 0.2 | -6.7 | 6.4 | 7.3 | -1.8 | -0.6 | -0.5
Cc1ccccc1NC(=O)CN1CCC(n2nnc3ccccc32)CC1 | 9.6 | -5.9 | -0.7 | -1.4 | 2.5 | 3.0 | 1.5 | 6.2 | -5.0 | 1.4
O=C(Nc1nnc(Cc2ccccc2)s1)c1cccs1 | 2.4 | 0.0 | 0.3 | 2.0 | 2.2 | -2.9 | 1.9 | -5.2 | 2.0 | -10.1
Cc1cccc(Nc2ccncc2S(=O)(=O)NC(=O)NC(C)C)c1 | -9.8 | -0.5 | 0.1 | -1.9 | 5.1 | -2.2 | -0.3 | -6.2 | -0.1 | 2.5
O=C(CCN1C(=O)C2CCCCC2C1=O)Nc1ccc(OC(F)F)cc1 (stereo unspecified) | 1.9 | -0.2 | 0.3 | 6.2 | -2.6 | 0.7 | -2.0 | 3.0 | 4.2 | 0.7
C[C@@]12C(=O)Nc3cc(Cl)ccc3C(=O)N1[C@H]1c3cc(Cl)ccc3OC[C@@H]1[C@@H]2c1ccccc1 | -9.7 | 0.2 | -0.5 | -7.8 | 2.9 | -61.3 | 1.4 | -6.5 | -0.7 | 2.1
COc1cccc(OC)c1C(=O)OCC(=O)N1CCC(Cc2ccccc2)CC1 | -0.7 | -0.1 | 0.1 | -2.5 | -7.0 | 1.7 | 3.0 | -8.4 | 5.7 | -6.9
CCOc1cc(C(=O)NCCN2CCOCC2)cc(OCC)c1OCC | 7.1 | -1.0 | -0.2 | 2.3 | -0.9 | -0.3 | 0.1 | -7.4 | 3.5 | -1.5
CCOC(=O)/C=C1\SCC(=O)N1CCOc1cccc(Br)c1 | 6.6 | -0.1 | 0.5 | 0.1 | 1.3 | 4.0 | -2.4 | 4.1 | -1.9 | 7.0

Assay outcomes: PubChem, The Scripps Research Institute Molecular Screening Center
